cardiac RTF act = cardiac RTF calcium sensitization; P19429+P45379; IANBD-labeled TnC RTF fluorescence at EC20 calcium; 0% EC20 calcium, 100% full calcium; activation, % at 7.2 µM; actives 0.24% (n = 340,000); AID 493008;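 active = activation above the mean over all tested compounds plus 3 SD, cut at about 30% in these data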;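 note: rise in fluorescence read as greater calcium sensitivity of cardiac thin filaments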
V-ATPase pH = alters yeast V-ATPase proton transport; response, % at 10 µM; S. cerevisiae, pHLuorin cytosolic pH fluorescence; AID 504577; actives 0.37% (n = 350,000); in the data active = response mostly above about 7.3%, no sharp cut-off; inactive = mostly below about 5.4%; note: actives read high; inactives centre near 0; some compounds called inactive have numbers as strong as hits; reference of the scale not given here
MOR-DOR inv ag = inverse agonists of human mu-delta opioid receptor heterodimerization. P35372+P41143. cell-based MOR-DOR heterodimer luminescence, inverse agonism. inhibition, % at 9.3 µM. actives 0.21% (n = 340,000); in the data active = inhibition above about 22%, passing the limit was not always enough;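 note: 0% = cells with DMSO and 100% = wells without cells with DMSO; values of inactives mirror those of a sister screen read the other way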
Target sequence (P35372 whole entry, looked up): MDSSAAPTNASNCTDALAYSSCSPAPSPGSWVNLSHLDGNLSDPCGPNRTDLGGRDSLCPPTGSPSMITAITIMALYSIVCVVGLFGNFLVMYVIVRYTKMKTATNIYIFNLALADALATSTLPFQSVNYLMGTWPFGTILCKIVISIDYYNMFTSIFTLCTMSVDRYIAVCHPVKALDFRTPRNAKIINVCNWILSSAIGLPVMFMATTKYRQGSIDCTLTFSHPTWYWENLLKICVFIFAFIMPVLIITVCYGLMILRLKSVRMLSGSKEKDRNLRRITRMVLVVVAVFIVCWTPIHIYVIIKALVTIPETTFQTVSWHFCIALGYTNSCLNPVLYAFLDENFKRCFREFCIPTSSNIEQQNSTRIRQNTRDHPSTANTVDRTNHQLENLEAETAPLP
Target sequence (P41143 whole entry, looked up): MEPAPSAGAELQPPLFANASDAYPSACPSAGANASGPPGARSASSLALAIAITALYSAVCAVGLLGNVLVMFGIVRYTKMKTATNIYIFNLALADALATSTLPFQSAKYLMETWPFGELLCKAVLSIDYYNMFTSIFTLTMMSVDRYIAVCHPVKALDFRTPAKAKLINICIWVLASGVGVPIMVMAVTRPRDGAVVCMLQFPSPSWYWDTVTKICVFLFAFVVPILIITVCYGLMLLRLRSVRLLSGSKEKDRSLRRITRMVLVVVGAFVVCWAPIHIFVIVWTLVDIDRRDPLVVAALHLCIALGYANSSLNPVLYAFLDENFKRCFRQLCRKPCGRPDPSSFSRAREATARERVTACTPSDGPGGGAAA
Cardiac RTF inh = cardiac RTF calcium desensitization. actives 0.12% (n = 340,000). inhibition, % at 7.15 µM. P19429+P45379. IANBD-labeled cardiac RTF, Ca2+ fluorescence;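 active = inhibition above the mean inhibition of all tested compounds plus 3 SD, cut at about 17% in these data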;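 note: assay run at fixed EC70 calcium of 1.6 mM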
HTR5A ag ctr = counter-screen for OPRM1-OPRD1 agonists: human HTR5A agonism; actives 0.61% (n = 340,000); activation, % at 9.3 µM; HTR5A agonist assay, luminescence, cell-based; AID 504692; P47898; in the data active = activation mostly above about 9.5%, no sharp cut-off; inactive = mostly below about 7.6%;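 note: 0% = cells with vehicle only and 100% = reference agonist; strong numbers were not always called active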
Target sequence (P47898 whole entry, looked up): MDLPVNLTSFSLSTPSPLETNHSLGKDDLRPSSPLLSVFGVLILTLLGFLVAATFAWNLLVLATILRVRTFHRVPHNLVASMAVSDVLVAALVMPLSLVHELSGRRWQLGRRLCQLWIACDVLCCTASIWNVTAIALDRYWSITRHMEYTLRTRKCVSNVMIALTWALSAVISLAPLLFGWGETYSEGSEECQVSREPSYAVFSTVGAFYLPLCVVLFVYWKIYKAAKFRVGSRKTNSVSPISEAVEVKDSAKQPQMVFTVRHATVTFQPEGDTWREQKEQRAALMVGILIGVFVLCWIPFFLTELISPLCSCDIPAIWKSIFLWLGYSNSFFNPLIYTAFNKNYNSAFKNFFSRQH
MOR-DOR ag = OPRM1-OPRD1 heterodimerization agonism | P35372+P41143 | cells, luminescence | activation, % at 9.3 µM | actives 0.3% (n = 340,000) | AID 504326; in the data active = activation above about 18%;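 note: 0% = vehicle-treated cells and 100% = reference agonist; values of inactives mirror those of a sister screen read the other way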
Keap1 Nrf2 FP = inhibitors of human Keap1-Nrf2 protein-protein interaction; Q14145; Keap1 Kelch-Nrf2 peptide fluorescence polarization, 1536-well; inhibition, % at 9.4 µM; actives 0.15% (n = 340,000); AID 504523; in the data active = inhibition above about 12%;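 note: human Keap1 Kelch domain with fluorescein labeled Nrf2 9mer peptide probe; 0% = neutral control wells and 100% = peptide positive control; higher means more block of Keap1 binding to Nrf2 peptide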
HTR5A inv ag = inverse agonist of human HTR5A in OPRM1-OPRD1 counter-screen. HTR5A cell line, luminescence, inverse agonism. P47898. inhibition, % at 9.3 µM. actives 0.083% (n = 340,000); in the data active = inhibition mostly above about 23%, no sharp cut-off; inactive = mostly below about 18%;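 note: 0% = cells with DMSO and 100% = no-cell wells with DMSO; some compounds called inactive have numbers as strong as hits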
C-LANA FP = inhibitors of KSHV LANA C-terminal domain DNA binding; MBP-C-LANA/FAM-LBS DNA binding, fluorescence polarization; inhibition, % at 9 µM; AID 504423; actives 0.078% (n = 340,000);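 active = highest replicate inhibition at or above 60% at 9 µM, even if other replicates fall short; inactive = all replicates below 60% inhibition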;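 note: 0% = neutral control wells and 100% = 4 µM acridine orange control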
CAL-PDZ inh HTS = CAL PDZ (human) peptide binding inhibition; inhibition, % at 24.9 µM; actives 0.92% (n = 300,000); Q9HD26; purified CAL PDZ, TMR-peptide fluorescence polarization, 1 h;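 active = mean inhibition of at least 30% with at least half of replicates also reaching 30%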;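 note: 0% = DMSO neutral control and 100% = excess unlabeled competitor peptide PRC23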
An asterisk follows results filed as active; · = not tested or not shown.

Order of values: HTR5A ag ctr, CAL-PDZ inh HTS, Keap1 Nrf2 FP, MOR-DOR ag, Cardiac RTF inh, cardiac RTF act, V-ATPase pH, HTR5A inv ag, MOR-DOR inv ag, C-LANA FP
- Cc1ccc2c(c1)C1CN(C)CCC1N2C(=O)COc1ccccc1F (stereo not drawn)
  ·, -4.4, -2.7, ·, -19.8, 8.3, 4.1, ·, ·, 0.7
- Cc1c(C(c2ccc(C(=O)O)cc2)c2c(C)n(C)n(-c3ccccc3)c2=O)c(=O)n(-c2ccccc2)n1C
  -1.5, -10.1, 6.9, -2.2, -8.1, 1.0, -94.1, 5.3, 10.1, 0.3
- CSc1c(CC(=O)NCCO)n(C)c2ccccc12
  0.0, -7.6, -3.9, 1.1, -10.1, 18.9, -0.3, 0.0, -6.7, 0.8
- COc1ccc2c(CCNC(=O)c3ccco3)c[nH]c2c1
  -2.2, -1.3, -2.1, -0.8, 0.1, -0.9, 5.9, 23.2, 4.9, -0.1
- CCCOc1ccc(C(=O)Nc2cc(S(=O)(=O)N3CCOCC3)ccc2N2CCN(CC)CC2)cc1OC
  1.8, -3.3, 4.8, -1.5, -7.5, 0.0, -1.4, -4.5, 5.9, -2.2
- Cc1[nH]n(-c2ccccc2)c(=O)c1N=Nc1ccccc1C(=O)N1CCOCC1
  5.6, 2.0, 2.4, -2.6, -2.3, -1.2, -0.5, 4.6, 14.3, -0.9
- O=C(COC(=O)CNC(=O)c1cccc([N+](=O)[O-])c1)Nc1ccccc1OC(F)F
  3.3, 0.5, 2.6, -1.5, -0.1, -2.7, 2.2, 15.1, 9.2, -1.3
- CC(O)c1nc2ccccc2n1CCCc1ccccc1 (stereo not drawn)
  3.3, 0.6, 2.3, -1.8, 6.3, -5.6, -7.4, -12.3, 8.6, 0.2
- N#Cc1c(N)nc2c(c1N)CC(C(F)(F)F)O2 (stereo not drawn)
  -1.9, ·, -3.3, -0.7, -6.7, -0.3, 0.0, 12.8, 3.8, 0.4
- O=C(Nc1ccc(Cl)c(Cl)c1)C1C2C=CC3(O2)C1C(=O)N(CCN1CCCCC1)C3C(=O)NC1CCCCC1 (stereo not drawn)
  5.9, -2.4, 4.0, -0.5, 3.4, -3.8, -1.6, -15.7, 2.8, 1.9
- Cc1ccc(C(=O)Nc2ccccc2C(=O)NCC2CCCO2)cc1 (stereo not drawn)
  2.6, -2.8, -3.4, -3.4, 7.5, -2.9, -2.5, 6.1, 11.1, 0.4
- CCN1CCN(c2ccc(S(=O)(=O)N3CCCCC3)cc2NC(=O)c2ccc([N+](=O)[O-])o2)CC1
  1.0, -4.7, -10.7, 7.3, 3.3, -6.6, -2.6, -3.1, -47.3, -5.2
- O=C(O)c1cn[nH]c1-c1cccc([N+](=O)[O-])c1
  -0.7, 61.3*, -0.1, -1.4, -3.2, -2.4, 1.7, 1.9, 6.4, 11.2
- S=C(NCCCN1CCOCC1)Nc1ccc(Cl)cc1
  0.2, -3.8, 1.0, 0.1, -4.9, 2.8, 1.3, -0.5, -0.4, 1.0
- COCCCn1c(SCC(=O)Nc2ccc(NC(C)=O)cc2)nc2sc3c(c2c1=O)CCC3
  -1.0, 6.0, 2.5, 0.8, 1.2, -5.2, -1.1, -6.2, -5.4, 0.7

Entries listed above shown as hits in CAL-PDZ inh HTS:
smiles,CAL-PDZ inh HTS,Keap1 Nrf2 FP,MOR-DOR ag,V-ATPase pH,MOR-DOR inv ag,C-LANA FP
O=C(O)c1cn[nH]c1-c1cccc([N+](=O)[O-])c1,61.3*,-0.1,-1.4,1.7,6.4,11.2

New compounds follow:
Order of values: HTR5A ag ctr, CAL-PDZ inh HTS, Keap1 Nrf2 FP, MOR-DOR ag, Cardiac RTF inh, cardiac RTF act, V-ATPase pH, HTR5A inv ag, MOR-DOR inv ag, C-LANA FP
- O=C(c1cccs1)N1CCN(C(=O)c2ccco2)c2ccccc2C1
  2.5, 6.9, 2.1, -3.5, 0.7, -1.4, -0.5, -1.7, 14.6, 2.1
- CC(C)(CO)Nc1nc(N2CCCC2)nc(N2CCCC2)n1
  -1.0, 0.2, -3.3, -3.4, -14.0, 11.0, 3.0, -26.5, 20.0, 0.4
- Cc1ccc(C(=O)COC(=O)CCS(=O)(=O)c2ccccc2)cc1[N+](=O)[O-]
  -6.0, ·, 0.3, -10.9, -4.4, 3.7, 6.2, 28.1, 42.1*, -0.5
- COc1cc(/C=N\NC(=O)C2C(=O)NCC2c2ccccc2)cc(OC)c1O (stereo not drawn)
  -10.0, -3.5, -3.7, -0.9, 0.1, -2.6, 6.3, 22.0, 4.6, 2.4
- COc1ccc2c(c1OC)C(=O)OC2CC(=O)O (stereo not drawn)
  -1.3, -3.4, -4.5, -0.9, -10.7, 2.2, 0.6, 3.4, 5.6, -0.3
- COCCNC(=O)C(c1ccc(O)cc1)N(C(=O)CCC(=O)Nc1nccs1)c1cccc(C)c1 (stereo not drawn)
  2.9, ·, 2.9, -1.3, -8.9, -0.8, -1.5, -7.4, 6.7, 1.2
- CCOC(=O)N/N=C/c1cc(C)n(-c2cccc3ccccc23)c1C
  -0.8, -10.3, 5.9, -3.7, 4.7, -8.2, 0.8, -0.6, 18.8, 0.2
- CCCc1cc(=O)[nH]c(SCC(=O)c2ccc3c(c2)OCCO3)n1
  -2.3, ·, 1.9, -3.8, -0.4, 0.2, -1.0, 5.8, 20.4, 0.1
- COc1ccc(Nc2ccccc2)c(C)c1
  4.9, 9.4, -2.8, -1.3, 0.6, 5.2, -3.0, -36.5, 6.9, -2.1
- O=[N+]([O-])c1cccc(C=NN=Cc2ccccc2O)c1
  4.9, 6.2, -1.9, -1.1, -2.3, -2.6, -2.2, -18.7, 5.0, 2.7
- CN(C)CCSc1nc(-c2ccccc2)nc2c1CCC2
  -4.8, -1.4, 0.3, -0.7, -5.9, -6.4, 3.0, 12.0, 4.4, -0.5
- CCC1CCCCN1CCCNC(=O)c1ccc2c(c1)NC(=O)CS2 (stereo not drawn)
  -2.0, -1.8, 0.7, -2.4, -1.8, -4.0, -1.4, -38.2, 13.2, 0.6
- CC(C)(C)c1cc(CN2CCN(CCC#N)CC2)cc(C(C)(C)C)c1O
  -3.5, -0.3, -8.9, 1.9, 3.2, 0.6, 5.2, 12.6, -10.3, -0.3
- c1cc(-c2n[nH]c(-c3ccncc3)n2)ccn1
  -1.9, 15.6, 1.8, -1.5, -1.7, 2.1, 0.3, 7.2, 7.4, -1.4
- NS(=O)(=O)c1ccc(-n2cccc2C=O)cc1
  -4.0, -4.4, 3.3, -3.0, 3.7, -0.4, -1.8, -4.4, 15.9, -2.2
- CCCCn1c(N)c(N(CCOC)C(=O)COc2c(C)cccc2C)c(=O)[nH]c1=O
  -3.7, -0.3, -4.3, 0.8, -23.1, -6.1, 4.7, 9.7, -5.1, -0.7
- Cc1ccc2nc(C)cc(C(=O)NC3CCCCCC3)c2c1
  1.0, -4.0, -1.7, -1.4, 0.8, 5.6, 6.4, -4.4, 5.6, -2.2
- O=C(c1cccs1)N1CCn2c1nc1ccccc12
  ·, 3.9, -1.4, ·, -6.2, -1.9, 3.4, ·, ·, 0.9
- Cc1nc2sc(C(c3ccco3)N3CCN(c4ccccc4F)CC3)c(O)n2n1 (stereo not drawn)
  1.5, -1.0, -1.4, -1.6, -3.0, 0.6, -3.2, 1.8, 8.6, 0.5
- CC(Sc1ncnc2sc(-c3ccccc3)cc12)C(N)=O (stereo not drawn)
  6.3, -4.4, 3.9, -1.4, -6.8, 1.3, -4.1, -16.4, 7.1, -0.8
- O=c1cnnc(N/N=C/c2ccc3c(c2)OCO3)[nH]1
  3.3, -5.1, 0.2, -0.6, -4.8, 2.4, -1.8, -23.1, 2.9, -0.5
- CC(=O)C1=C(C)NC(SCC(=O)c2ccc(Cl)cc2)=C(C#N)C1CC(C)C (stereo not drawn)
  11.0, -3.9, -2.2, -0.5, -1.1, -0.2, 1.6, 5.8, 2.8, -1.5
- COc1cc(-c2ccc3oc(-c4ccsc4)cc3c2)cc(OC)c1OC
  -2.4, -1.4, -0.3, -2.8, 2.6, -7.3, -2.0, 6.5, 12.6, -0.4
- CCc1ccc2[nH]c(=O)c(CN(CCN(C)C)C(=S)NCc3ccco3)cc2c1
  -0.1, ·, 2.3, -0.4, 1.1, -3.0, 0.9, 0.4, 1.9, -1.5
- C=CCNC(=O)C1CCN(S(C)(=O)=O)CC1
  2.9, -5.5, -2.1, -0.9, -4.4, -0.2, 0.8, 10.4, 5.1, -1.6
- Cc1cc(C)cc(NC(=O)Nc2cnccn2)c1
  -3.6, -5.1, -3.0, -2.0, -0.7, 4.6, 2.8, 13.4, 11.2, -1.4
- O=S1(=O)CCOC[C@H](Cc2ccccc2)N1Cc1ccccc1F
  -0.1, -2.6, -1.8, -1.9, 5.5, -1.7, -0.6, 14.0, 10.2, 1.6
- O=C(NCc1ccccc1)C12CC3CC(CC(C3)C1)C2
  -0.6, 1.1, 3.5, -0.5, -4.1, 0.9, -3.6, 2.0, 2.8, -0.2
- COc1ccc(OC)c(CN(CCN2CCOCC2)C(=O)Nc2ccccc2)c1
  2.8, -5.8, -3.5, -1.4, -16.3, 3.9, -1.2, -9.8, 7.3, 0.4
- O=C(Nc1ccncc1)C1CCN(S(=O)(=O)c2ccccc2)CC1
  -2.8, -0.3, 5.9, -0.3, -4.8, -3.2, -5.5, 7.7, 2.2, -0.2
- COCCNC(=O)CN(C(=O)CCC(=O)Nc1cc(C)on1)c1ccc(C)cc1C
  0.1, -1.2, -3.5, -3.0, 3.9, -7.1, -0.2, -3.3, 16.4, -1.9
- CNC(=O)COC(=O)c1cccc(S(=O)(=O)N2CCN(c3ccc(F)cc3)CC2)c1
  2.7, -8.5, 3.5, -3.3, -0.8, -0.9, 0.9, -27.8, 17.3, 1.6
- CC12CCC3C(CCC4N(CCO)CCC34C)C1CCC2O (stereo not drawn)
  -1.0, 0.2, -0.9, -2.6, -3.3, -2.6, 3.0, 3.7, 11.8, 1.6
- O=C(COC(=O)c1cc(S(=O)(=O)N2CCOCC2)ccc1Cl)NCc1ccc2c(c1)OCO2
  0.1, -5.3, 3.9, -1.1, -5.3, 0.9, -0.4, -0.2, 4.3, -1.7
- Cc1cccc(C(=O)OCc2cnc(Cl)s2)c1
  7.6, -3.3, 0.0, -1.8, -0.8, 0.3, 1.1, -21.3, 9.8, -1.5
- COc1ccc(-c2sc3ccc(N4CCOCC4)cc3c2C#CCO)cc1
  3.4, -2.6, -0.9, 4.5, 6.0, 0.2, -2.3, 5.5, -26.0, -0.9
- O=C(NCCCc1ccccc1)c1ccccc1
  2.9, 1.6, -3.5, -3.8, 8.4, -3.2, -3.6, 12.1, 15.8, 0.4
- CCOC(=O)c1c(C)[nH]c(C(=O)CSc2nnc(Nc3ccccc3F)s2)c1C
  3.2, 0.3, 0.4, -0.7, -2.2, 8.9, -1.4, -8.4, 3.3, 0.7
- CCOC(=O)C1CCCN(Cc2c(Cl)cccc2Cl)C1 (stereo not drawn)
  0.4, ·, 5.1, 3.6, 3.2, -1.6, -0.6, -41.2, -18.2, 0.6
- CCN(Cc1ccccc1)CC(O)COC(c1ccc(OC)cc1)c1ccc(OC)cc1 (stereo not drawn)
  -5.9, -2.0, -5.4, 2.3, -31.5, -1.9, 1.5, 27.0, -14.1, -0.7
- Cc1cc(NC(=O)CNC(=O)C2CCCCC2)no1
  -0.4, 0.7, 3.2, -2.1, -1.4, -4.0, -1.5, 15.4, 11.9, 0.3
- CCc1ccccc1N1C(=O)C2C3CC(=O)C(c4ccccc43)C2C1=O (stereo not drawn)
  10.2*, -3.0, 0.3, 0.5, 15.4, -5.5, -3.5, -27.2, -3.9, 0.7

Compound activity as filed in PubChem.
